Screening data (PubChem BioAssay)
BaF3 tox: reduces parental Ba/F3 cell viability, JAK2V617F counter-screen; CellTiter-Glo ATP luminescence; inhibition, % at 5.6 µM; hit rate 1.1% among 220,000; AID 1486;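 active = inhibition above a per-campaign cutoff, the mean inhibition of all tested compounds plus 3 SD, cut at about 27% in these data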;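 note: 0% = DMSO wells and 100% = JAK Inhibitor I control wells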
PERK inh: human PERK inhibition, primary cell-based screen; Q9NZJ5; CHO PERK-DD fusion, SEAP luminescence translation reporter; inhibition, % at 5.6 µM; hit rate 0.17% among 220,000;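 active = inhibition above the mean inhibition of all tested compounds plus 3 SD, set separately per screening campaign, cut at about 2.9% in these data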;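 note: PERK kinase domain activated by AP20187 dimerizer at 100 nM; 0% = DMSO with dimerizer and 100% = rapamycin at 8.4 µM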
S1P4 agonist: activates the human S1P4 receptor; O95977; S1P4-expressing cell line, agonist reporter assay; activation, % at 4.98 µM; hit rate 0.35% among 220,000; AID 1509; in the data active = activation above about 11%;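 note: 0% = DMSO vehicle and 100% = reference agonist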
m-calpain inh: blocks pig calpain II enzyme activity | purified calpain II, fluorogenic peptide substrate, 30 min | inhibition, % at 16 µM | hit rate 0.37% among 220,000 | AID 1236;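 active = inhibition above about 50%, limit read from the data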
EP2 modulator: modulators of human EP2 prostaglandin E2 receptor. P43116. induction, % at 25 µM. AID 940. EP2-expressing cells, cAMP HTRF FRET, PGE2 co-stimulation. hit rate 0.83% among 260,000;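 active = compounds whose cAMP rise, as percent of the full-agonist control response, exceeds 60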;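 note: rat C6 glioma line stably carrying human EP2 under a CMV promoter; the protocol text gives 20 µM as final concentration; 100% = response of wells given 1 µM PGE2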
Target sequence (P43116 whole entry, looked up): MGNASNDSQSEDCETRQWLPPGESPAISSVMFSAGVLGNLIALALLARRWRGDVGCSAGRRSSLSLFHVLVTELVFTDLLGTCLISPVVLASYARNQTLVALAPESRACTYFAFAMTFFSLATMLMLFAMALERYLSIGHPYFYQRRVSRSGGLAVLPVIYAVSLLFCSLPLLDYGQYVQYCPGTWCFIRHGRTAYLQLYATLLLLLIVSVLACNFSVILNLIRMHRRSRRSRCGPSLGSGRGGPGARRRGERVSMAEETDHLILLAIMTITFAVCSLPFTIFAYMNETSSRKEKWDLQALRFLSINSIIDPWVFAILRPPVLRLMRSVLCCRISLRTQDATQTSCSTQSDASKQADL
zfTRPN1 agonist: activates the zebrafish TRPN1 channel; HEK293 zebrafish TRPN1-YFP, Fluo-8 calcium fluorescence; 100% = response to 87 µM carbachol; activation, % at 3 µM; hit rate 0.18% among 220,000;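 active = activation above its plate's cutoff, the mean activation of test wells on that plate plus 3 SD, cut at about 19% in these data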;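 note: 0% = DMSO alone and 100% = 87 µM carbachol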
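Control set: carbachol 87 µM as high control, DMSO as low control; system: HEK293 stable line with zebrafish TRPN1-YFP; read-out: % activation versus carbachol response; detection: intracellular calcium fluorescence with Fluo-8; doses: single test compound dose, 3 µM nominal, 0.3% DMSO; schedule: dye 1 h 37 °C plus 30 min RT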
Ba/F3 V617F tox: lowers viability of Ba/F3 cells expressing EpoR and JAK2V617F | ATP luminescence | AID 1446 | inhibition, % at 5.6 µM | hit rate 1.1% among 220,000;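 active = inhibition above the campaign mean plus 3 SD over all tested compounds, cut at about 24% in these data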;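 note: cytokine-independent growth of Ba/F3 cells driven by EpoR plus mutant JAK2; 0% = DMSO-treated cells and 100% = JAK inhibitor I control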
TRPML3 agonist: agonists of human TRPML3 channel; Q8TDD5; HEK293 TRPML3-YFP, Fluo-8 calcium fluorescence; 100% = the carbachol control signal; activation, % at 3 µM; hit rate 0.29% among 220,000;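 active = activation above its plate's cutoff, the mean activation of the plate's test wells plus 3 SD, cut at about 12% in these data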;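 note: 0% = DMSO only wells and 100% = carbachol wells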
Target sequence (Q8TDD5 whole entry, looked up): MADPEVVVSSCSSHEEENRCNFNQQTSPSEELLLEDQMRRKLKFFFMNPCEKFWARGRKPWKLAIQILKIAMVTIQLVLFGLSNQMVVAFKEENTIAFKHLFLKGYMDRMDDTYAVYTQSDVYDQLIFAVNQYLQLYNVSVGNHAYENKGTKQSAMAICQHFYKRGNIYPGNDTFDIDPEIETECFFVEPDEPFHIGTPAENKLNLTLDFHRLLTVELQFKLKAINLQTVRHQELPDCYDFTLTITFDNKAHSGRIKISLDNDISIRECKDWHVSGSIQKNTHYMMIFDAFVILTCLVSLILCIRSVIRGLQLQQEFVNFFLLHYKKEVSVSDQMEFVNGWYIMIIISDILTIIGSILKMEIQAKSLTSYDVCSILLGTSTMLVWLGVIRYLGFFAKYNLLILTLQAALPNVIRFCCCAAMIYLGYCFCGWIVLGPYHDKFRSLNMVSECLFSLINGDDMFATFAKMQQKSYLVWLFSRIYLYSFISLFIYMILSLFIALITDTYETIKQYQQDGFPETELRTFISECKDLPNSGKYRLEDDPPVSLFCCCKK
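system = HEK293 cells stably carrying human TRPML3-YFP | doses = one concentration, 3 µM nominal, 0.3% DMSO | timing = dye loading 1 h 37 °C then 30 min ambient, 125 s read | detection = Fluo-8 calcium dye fluorescence, ex 470-495, em 515-575 nm | benchmarks = high control carbachol 87 µM, low control DMSO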
S1P4 antag: antagonists of human S1P4 receptor. O95977. S1P4-expressing cells, antagonist mode, reporter read-out. inhibition, % at 4.98 µM. hit rate 0.26% among 220,000; in the data active = inhibition above about 29%;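 note: 0% = wells stimulated with agonist and 100% = vehicle wells without agonist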
The depositor's hits bear a star; & = joins results of further samples. Hits appear at their usual frequency, and some 3.6% of all compounds hit somewhere here.

For Cc1ccnc(NC(=O)Nc2cccc(F)c2)c1 the results were BaF3 tox 1, PERK inh -0.4, S1P4 agonist -0.4, m-calpain inh 30, EP2 modulator -2, zfTRPN1 agonist 1.8, Ba/F3 V617F tox 0, TRPML3 agonist 0.1 and S1P4 antag -10.
Screening COc1cc(OC)c(N(C)S(=O)(=O)c2cccc(C(=O)OCC(=O)NCc3ccco3)c2)cc1Cl returned BaF3 tox 4, PERK inh 1.4, S1P4 agonist 0.5, m-calpain inh 29, EP2 modulator -30, zfTRPN1 agonist 2.6, Ba/F3 V617F tox 1, TRPML3 agonist 0.6 and S1P4 antag -4.
For CCc1n[nH]c(=S)n1/N=C/c1cc(OC)cc([N+](=O)[O-])c1O the results were BaF3 tox 4, PERK inh 0.5, S1P4 agonist -0.5, m-calpain inh 21, EP2 modulator -11, zfTRPN1 agonist 0.3, Ba/F3 V617F tox 0, TRPML3 agonist 0.9 and S1P4 antag 5.
Screening CCOc1ccccc1C1C(C#N)=C(N)Oc2cc(C)n(Cc3ccccn3)c(=O)c21 (configuration not stated) returned BaF3 tox 2, PERK inh -0.1, S1P4 agonist -1.1, m-calpain inh -3, EP2 modulator 28, zfTRPN1 agonist 0.2, Ba/F3 V617F tox 1, TRPML3 agonist 0.9 and S1P4 antag -14.
OC(CN1CCN(Cc2ccccc2)CC1)c1ccc(F)cc1 (configuration not stated) was read as BaF3 tox 1, PERK inh 0.4, S1P4 agonist 0.0, m-calpain inh -5, EP2 modulator -24, zfTRPN1 agonist -0.5, Ba/F3 V617F tox -5, TRPML3 agonist 1.4 and S1P4 antag -12.
For COc1ccc(C(=O)Nc2cccc(-c3nc4ncccc4o3)c2C)cc1OC the results were BaF3 tox 2, PERK inh 0.3, S1P4 agonist -2.6, m-calpain inh 0, EP2 modulator -3, zfTRPN1 agonist 2.4, Ba/F3 V617F tox -3, TRPML3 agonist 1.0 and S1P4 antag -8.
Screening COc1cc(/C=C2/NC(=O)N(c3cccc(Cl)c3)C2=O)ccc1O returned BaF3 tox 76*, PERK inh 0.3, S1P4 agonist -0.8, m-calpain inh -65, EP2 modulator -40, zfTRPN1 agonist 0.8, Ba/F3 V617F tox 100*, TRPML3 agonist 0.3 and S1P4 antag 9.
CC1(C)COC(/C=C/c2cccc([N+](=O)[O-])c2)=N1 was read as BaF3 tox -2, PERK inh 1.1, S1P4 agonist -2.7, m-calpain inh 6, EP2 modulator -31, zfTRPN1 agonist 0.5, Ba/F3 V617F tox 5, TRPML3 agonist 0.8 and S1P4 antag 18.
For Cn1c(=O)cc(OCC(=O)Nc2ccccn2)c2ccccc21 the results were BaF3 tox 8, PERK inh -0.5, S1P4 agonist -0.7, m-calpain inh -5, EP2 modulator -8, zfTRPN1 agonist 0.2, Ba/F3 V617F tox 0, TRPML3 agonist 0.8 and S1P4 antag -8.
For Cc1ccc(C(=O)/C=C/c2cn(CN3CCN(C)CC3)c3ccccc23)cc1 the results were BaF3 tox 12, PERK inh -0.3, S1P4 agonist 6.0, m-calpain inh 8, EP2 modulator -36, zfTRPN1 agonist -0.9, Ba/F3 V617F tox 7, TRPML3 agonist -0.1 and S1P4 antag 10.
`N#Cc1c(-c2cccnc2)cc(-c2ccccc2)nc1N` gave BaF3 tox -3, PERK inh -0.7, S1P4 agonist 0.1, m-calpain inh -324, EP2 modulator 5, zfTRPN1 agonist 0.1, Ba/F3 V617F tox -1, TRPML3 agonist -0.8 and S1P4 antag 8.
For C/C(=N/NC(=O)c1cccs1)c1ccco1 the results were BaF3 tox 1, PERK inh 0.7, S1P4 agonist -0.7, m-calpain inh 4, EP2 modulator 2, zfTRPN1 agonist 0.2, Ba/F3 V617F tox -2, TRPML3 agonist 0.8 and S1P4 antag -6.
Screening O=C1C2C3C=CC(C4CC34)C2C(=O)N1CCc1ccccc1 (configuration not stated) returned BaF3 tox 9, PERK inh 0.2, S1P4 agonist -0.6, m-calpain inh 14, EP2 modulator -1, zfTRPN1 agonist 0.7, Ba/F3 V617F tox 5, TRPML3 agonist 0.8 and S1P4 antag -9.
Screening CC(=O)NC1(C2CCCCC2=O)CCCCC1 (configuration not stated) returned BaF3 tox 2, PERK inh -0.1, S1P4 agonist 0.0, m-calpain inh -18, EP2 modulator 24, zfTRPN1 agonist -0.4, Ba/F3 V617F tox -3, TRPML3 agonist 0.1 and S1P4 antag -7.
Screening Cc1ccc(C)c(C(=O)COc2ccccc2[N+](=O)[O-])c1 returned BaF3 tox 2, PERK inh 1.3, S1P4 agonist 2.5, m-calpain inh 32, EP2 modulator 16, zfTRPN1 agonist -2.5, Ba/F3 V617F tox 2, TRPML3 agonist -1.2 and S1P4 antag -10.
For O=C(NCc1cccnc1)c1ccc(-c2cc(Cl)ccc2Cl)o1 the results were BaF3 tox 7, PERK inh 0.4, S1P4 agonist -1.0, m-calpain inh -7, EP2 modulator -61, zfTRPN1 agonist 0.5, Ba/F3 V617F tox -2, TRPML3 agonist -1.2 and S1P4 antag -6.
For CN(C)C1N(C(=O)c2ccccc2)N=C2c3ccccc3S(=O)(=O)N21 (configuration not stated) the results were BaF3 tox 4, PERK inh 0.7, S1P4 agonist 2.9, m-calpain inh -27, EP2 modulator 17, zfTRPN1 agonist 2.5, Ba/F3 V617F tox 0, TRPML3 agonist 0.8 and S1P4 antag -8.
Screening Cc1occc1C(=O)N1CCN(C(=O)C2CCCO2)CC1 (configuration not stated) returned BaF3 tox -1, PERK inh 1.1, S1P4 agonist 0.5, m-calpain inh -20, EP2 modulator 22, zfTRPN1 agonist 0.2, Ba/F3 V617F tox -3, TRPML3 agonist 0.8 and S1P4 antag -5.
Screening CCOC(=O)CCC(=O)N1CCOCCN(C(=O)CCC(=O)OCC)CCOCC1 returned BaF3 tox 5, PERK inh 1.1, S1P4 agonist 0.8, m-calpain inh -15, EP2 modulator 19, zfTRPN1 agonist -0.5, Ba/F3 V617F tox 1, TRPML3 agonist -0.1 and S1P4 antag -3.
For CC(=O)c1ccc(NC(=O)c2cn(-c3ccccc3)nc2-c2ccncc2)cc1 the results were BaF3 tox 3, PERK inh -0.6, S1P4 agonist -0.3, m-calpain inh -3, EP2 modulator -26, zfTRPN1 agonist 1.0, Ba/F3 V617F tox 3, TRPML3 agonist 1.2 and S1P4 antag -20.

Brought forward from above: 2 entries; new compounds follow.
Screening CCOC(=O)CCC(=O)N1CCOCCN(C(=O)CCC(=O)OCC)CCOCC1 returned BaF3 tox 5, PERK inh 1.1, S1P4 agonist 0.8, m-calpain inh -15, EP2 modulator 19, zfTRPN1 agonist -0.5, Ba/F3 V617F tox 1, TRPML3 agonist -0.1 and S1P4 antag -3.
For CC(=O)c1ccc(NC(=O)c2cn(-c3ccccc3)nc2-c2ccncc2)cc1 the results were BaF3 tox 3, PERK inh -0.6, S1P4 agonist -0.3, m-calpain inh -3, EP2 modulator -26, zfTRPN1 agonist 1.0, Ba/F3 V617F tox 3, TRPML3 agonist 1.2 and S1P4 antag -20.
Screening COc1ccc(CCNC(=O)COc2cc(=O)n(C)c3ccccc23)cc1OC returned BaF3 tox 6, PERK inh 0.1, S1P4 agonist 1.2, m-calpain inh 13, EP2 modulator -16, zfTRPN1 agonist 1.0, Ba/F3 V617F tox 2, TRPML3 agonist 0.7 and S1P4 antag -6.
COC(=O)c1ccc(CSc2ncnc3c2nnn3-c2ccc(OC)cc2)o1 was read as BaF3 tox 4, PERK inh 0.1, S1P4 agonist 1.3, m-calpain inh 3, EP2 modulator 5, zfTRPN1 agonist 0.9, Ba/F3 V617F tox 3, TRPML3 agonist 0.7 and S1P4 antag -30.
`CC(C)=CC(=O)Nc1nnc(-c2ccccc2)s1` gave BaF3 tox 5, PERK inh 2.2, S1P4 agonist 0.7, m-calpain inh 4, EP2 modulator 7&-8, zfTRPN1 agonist 1.6, Ba/F3 V617F tox -5, TRPML3 agonist 1.1 and S1P4 antag 0.
For COc1ccc(C(=O)N2CCN(S(=O)(=O)c3ccccc3)CC2)c(OC)c1 the results were BaF3 tox 2, PERK inh -0.6, S1P4 agonist 6.5, m-calpain inh 1, EP2 modulator -1, zfTRPN1 agonist 0.2, Ba/F3 V617F tox -4, TRPML3 agonist 0.5 and S1P4 antag 11.
COc1cccc(-n2nnnc2SCC(=O)Nc2ccc(C(C)=O)cc2)c1 was read as BaF3 tox 0, PERK inh 0.1, S1P4 agonist -0.1, m-calpain inh -36, EP2 modulator -6, zfTRPN1 agonist 1.7, Ba/F3 V617F tox -3, TRPML3 agonist 0.5 and S1P4 antag 21.
`CCOC(=O)N1CCN(S(=O)(=O)c2ccc3c(c2)OCC(=O)N3)CC1` gave BaF3 tox 2, PERK inh 1.1, S1P4 agonist 0.0, m-calpain inh -2, EP2 modulator -13, zfTRPN1 agonist 1.0, Ba/F3 V617F tox 0, TRPML3 agonist 0.8 and S1P4 antag -15.
CCOC(=O)c1ccc(NC(=O)c2c(C)[nH]c(C(=O)OCC)c2C)cc1 was read as BaF3 tox 2, PERK inh 0.2, S1P4 agonist -0.1, m-calpain inh -20, EP2 modulator -15, zfTRPN1 agonist 0.3, Ba/F3 V617F tox -5, TRPML3 agonist 0.5 and S1P4 antag 3.
Screening CCN1C(=C(C#N)C#N)C=Cc2cc(C)ccc21 returned BaF3 tox 3, PERK inh -0.3, S1P4 agonist -0.4, m-calpain inh -241, EP2 modulator 24, zfTRPN1 agonist 0.0, Ba/F3 V617F tox 0, TRPML3 agonist 1.2 and S1P4 antag 7.
Screening Cc1cc(Cl)ccc1OCCCC(=O)Nc1cccnc1 returned BaF3 tox 6, PERK inh -0.4, S1P4 agonist 1.3, m-calpain inh -18, EP2 modulator -17, zfTRPN1 agonist 0.9, Ba/F3 V617F tox 1, TRPML3 agonist -0.1 and S1P4 antag -16.
Screening CCOc1ccc(C(=O)N/N=C/c2cc([N+](=O)[O-])cs2)cc1 returned BaF3 tox 7, PERK inh 0.7, S1P4 agonist -1.4, m-calpain inh -33, EP2 modulator -14, zfTRPN1 agonist 0.5, Ba/F3 V617F tox 5, TRPML3 agonist 0.5 and S1P4 antag 0.
Screening Cc1ccc(-c2nc3ccc([N+](=O)[O-])cc3[nH]2)cc1 returned BaF3 tox 2, PERK inh 1.1, S1P4 agonist -0.1, m-calpain inh 26, EP2 modulator -71, zfTRPN1 agonist 2.8, Ba/F3 V617F tox 1, TRPML3 agonist 2.6 and S1P4 antag -9.
For CCCN(CCC)C(=O)Cc1ccc(F)cc1 the results were BaF3 tox 6, PERK inh -0.2, S1P4 agonist 1.5, m-calpain inh 0, EP2 modulator 19, zfTRPN1 agonist 0.3, Ba/F3 V617F tox 3, TRPML3 agonist 0.4 and S1P4 antag 0.
Screening COc1ccccc1OCc1nc2ccccc2[nH]1 returned BaF3 tox 5, PERK inh -0.1, S1P4 agonist -2.9, m-calpain inh 6, EP2 modulator -14, zfTRPN1 agonist 0.1, Ba/F3 V617F tox -1, TRPML3 agonist 0.5 and S1P4 antag -8.
COc1ccc(-c2nc(-c3cccs3)c(-c3cccs3)[nH]2)cc1OC was read as BaF3 tox 3, PERK inh -0.4, S1P4 agonist 1.5, m-calpain inh -464, EP2 modulator 15, zfTRPN1 agonist -0.5, Ba/F3 V617F tox -3, TRPML3 agonist -0.1 and S1P4 antag -2.
